# Mito fusion act: inhibitors of mitochondrial division or activators of mitochondrial fusion | S. cerevisiae fusion-defective mutant growth rescue, CellTiterGlo 48 h | Potency, µM (highest dose often 46.1 µM), without a hit: at the highest dose growth rescue (activation), usual class: activators | actives 0.23% (n = 320,000);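 further: potency means the concentration at half of the fitted maximal effect; % of control where 0% means no effect; nearly all actives have a fitted effect of over 45% in size; temperature-sensitive fusion mutants such as fzo1-1 at 37 °C on non-fermentable ethanol glycerol medium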
#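 Compounds are tested for their ability to restore growth of mitochondrial fusion-defective yeast strains at non-permissive 37C in YPEG medium over 48 hours. Viability is quantified by luciferase luminescence.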
# TCR act: activators of T cell receptors; primary human leukocytes, anti-CD3, IL-2 HTRF, 48 h; Potency, µM (series often up to 9.22 µM), inactives show at the top dose activation of IL-2 secretion, usual class: activators; 330,000 tested, under 10 active; further: % of control where 0% means no effect
#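 Primary human leukocytes incubated 48 hr with anti-CD3 beads plus compound, without co-stimulation. Secreted IL-2 measured by HTRF (europium cryptate/d2 anti-IL-2 pair, 320 nm excitation, 665 nm emission).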
# TRPV1 ag: human TRPV1 agonism; Q8NER1; TRPV1-expressing cells, Fluo-8 calcium influx, agonist mode; activation, % at 8.33 µM; actives 0.19% (n = 320,000); in the data active means activation above about 80%; inconclusive means between about 30% and that limit; further: 0% is about no effect
#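 TRPV1-expressing cells were cultured overnight at 35.5C and loaded with Fluo-8 calcium dye for 40 to 90 min at room temperature. After a 10 s baseline, compound was added and calcium influx was read kinetically for 3 min (ex 480/em 520 nm).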
# KCNH2 3.1 block: KCNH2 3.1 (human) potassium channel inhibition; activity change, % (tested at about 1.8 µM); actives 0.95% (n = 340,000); U2OS KCNH2 3.1, thallium flux FluxOr; active compounds read low; AID 720553;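 active means maximum activity change below -70%; inconclusive means maximum activity change from -70% to -50%; inactive means maximum activity change above -50%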;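 further: thallium influx rate constant from kinetic fluorescence after stimulation buffer; on the % scale 0 is the no-effect control and ±100 the full control effect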
#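 Measured as rate of thallium-driven FluxOr signal in transduced U2OS cells carrying the 3.1 channel, read kinetically for 2 min upon stimulation; values are rate constants scaled to DMSO control wells.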
# TSHR antagonist: blocks TSH signaling through the human TSH receptor; actives 0.2% (n = 330,000); TSHR-expressing cells, TSH-stimulated cAMP HTRF, 2 h; active compounds read low; P16473; AID 504810; activity change, negative = inhibition, % at 11.5 µM;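 active means activity change below a set negative limit, meaning inhibition stronger than a set level, cut at about -70% in these data; inconclusive means activity change between two set negative limits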; further: on the % scale 0 is the no-effect control and ±100 the full control effect
# Target sequence (P16473 whole entry, looked up): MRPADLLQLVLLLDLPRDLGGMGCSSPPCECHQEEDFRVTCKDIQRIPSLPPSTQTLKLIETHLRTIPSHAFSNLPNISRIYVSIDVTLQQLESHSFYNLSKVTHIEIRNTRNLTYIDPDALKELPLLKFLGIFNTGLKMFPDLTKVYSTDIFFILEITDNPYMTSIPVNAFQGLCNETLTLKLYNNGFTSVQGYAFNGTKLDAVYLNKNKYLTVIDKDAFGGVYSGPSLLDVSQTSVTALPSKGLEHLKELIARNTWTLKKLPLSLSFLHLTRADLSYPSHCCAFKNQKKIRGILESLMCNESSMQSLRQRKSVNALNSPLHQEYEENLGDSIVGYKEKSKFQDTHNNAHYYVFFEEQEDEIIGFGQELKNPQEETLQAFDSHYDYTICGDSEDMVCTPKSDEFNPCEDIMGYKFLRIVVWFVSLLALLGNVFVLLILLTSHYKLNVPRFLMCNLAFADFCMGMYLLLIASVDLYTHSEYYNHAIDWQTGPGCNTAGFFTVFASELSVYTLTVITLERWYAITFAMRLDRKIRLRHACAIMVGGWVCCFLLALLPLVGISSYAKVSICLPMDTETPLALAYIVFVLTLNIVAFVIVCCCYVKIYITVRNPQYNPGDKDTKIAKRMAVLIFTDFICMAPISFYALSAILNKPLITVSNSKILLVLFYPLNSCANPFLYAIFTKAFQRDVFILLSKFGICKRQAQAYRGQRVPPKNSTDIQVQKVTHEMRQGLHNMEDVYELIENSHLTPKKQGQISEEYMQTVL
#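 Cell-based HTRF cAMP assay; TSHR cells + compound, TSH EC80 (4nM final), 2 h, 37 deg C. Lysis with anti-cAMP cryptate and cAMP-d2, 30 min RT, read 665/620 nm.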
# USP2a inh: inhibitors of human ubiquitin-specific protease USP2a. actives 0.01% (n = 330,000). USP2 core, Ub-CHOP2 coupled fluorogenic reporter, 485/531. Potency, µM (top dose mostly 38.3 µM), without a hit: at the highest dose activity change, negative = inhibition, most hits filed as inhibitors. AID 463254;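 further: potency means the concentration at half of the fitted maximal effect; plate controls were DMSO wells for no effect and full inhibition by NEM control for full effect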
#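 Deubiquitinase activity read as fluorescence (485/531 nm) after Ub-CHOP2 cleavage activates the enterokinase reporter on its substrate; USP2 core 10nM, Ub-CHOP2 and substrate 25nM each, 30min compound preincubation then 60min RT; data normalized to NEM, curves fitted.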
# Eya2 phos inh: inhibitors of human Eya2 phosphatase activity; O00167; recombinant Eya2, OMFP fluorescence dephosphorylation (OMFP is methylfluorescein phosphate); Potency, µM (series often up to 76.9 µM), inactives show at the highest dose activity, negative = inhibition, most hits filed as inhibitors; actives 0.006% (n = 330,000); further: potency means the concentration at half of the fitted maximal effect; on the % scale 0 is the no-effect control and ±100 the full control effect
#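 Eya2 (0.2 uM) preincubated 10 min at ambient with compound, then OMFP substrate added at 50 uM; 10 min reaction in 50 mM HEPES pH 7.5, 50 mM NaCl, 5 uM MgCl2, 0.05% BSA, 1 mM DTT. Fluorescence read at Ex 485/Em 525 nm.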
# AT treatment: potential ataxia-telangiectasia treatments restoring KAP-1 phosphorylation. AID 485349. Potency, µM (doses to about 57.5 µM), inactives show top-dose activation, hits mostly activators. […] A-T fibroblasts, KAP-1 phosphorylation AlphaLISA; neocarzinostatin DNA damage 30 min before lysis. actives 0.19% (n = 320,000); further: potency means the concentration at half of the fitted maximal effect; % of control where 0% means no effect; nearly all actives have a fitted effect of over 45% in size
#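 hTERT-immortalized A-T patient fibroblasts ([…]), 500 cells/well in OPTI-MEM, 1% FBS, got compounds for 60 min, then NCS for 30 min at 37C. Lysates were then assayed for phospho-KAP-1 by AlphaLISA (anti-pKAP1 donor, anti-KAP1 acceptor beads), 6 hr at 25C.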
# hERG WT inh: KCNH2 (human, wildtype) channel inhibition; actives 0.37% (n = 340,000); Q12809; activity change, % at 1.84 µM; AID 720551; U2OS, BacMam KCNH2, thallium flux FluxOr; active compounds read low;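 active means maximum activity change below -70%; inconclusive means maximum activity change between -70% and -50%; inactive means maximum activity change above -50%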; further: on the % scale 0 is the no-effect control and ±100 the full control effect
#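 U2OS cells transduced with wild-type KCNH2 virus are loaded with FluxOr dye for 45 min, and thallium flux is measured in kinetic reads before and after stimulation buffer. Rate constants are normalized to DMSO controls.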
# ELG1 repair inh: blocks ELG1-dependent DNA repair in HEK293T cells | HEK293T ELG1-luciferase reporter, luminescence, 16 h; DNA damage induced by 5-fluorouridine | Potency, µM (titrated, usually from 46.1 µM), without a hit: top-dose activity change, negative = inhibition, most hits filed as inhibitors | actives 2.3% (n = 330,000) | AID 504467; further: potency means the concentration at half of the fitted maximal effect; on the % scale 0 is the no-effect control and ±100 the full control effect; nearly all actives have a fitted effect of over 55% in size
#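 In this reporter screen, reduction of luminescence relative to DMSO vehicle indicated activity. Compounds and 5-fluorouridine were added together to 2,000 cells per well, incubated for 16 hr at 37 °C, then developed with ONE-Glo.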
# Numbers without * were called inactive; i = inactive; ? = inconclusive; . = not tested or not shown; [ ] = another dose, or the depositor's remark. Unless noted, the call rests on the fitted dose curve; in most records, active means well fitted curve in the direction sought with a large enough effect; inconclusive means small, poorly fitted or top-dose-only effect, or another doubt; inactive means no such curve, though single readings can be large; an effect the other way counts as inactive or inconclusive. Only part of the results is shown, so the mix of outcomes need not match the whole.
SMILES,Mito fusion act,TCR act,TRPV1 ag,KCNH2 3.1 block,TSHR antagonist,USP2a inh,Eya2 phos inh,AT treatment,hERG WT inh,ELG1 repair inh
Cc1ccc(Cn2c(SCC(=O)Nc3cc(C)on3)nc3ccccc3c2=O)cc1,-7%,-2%,-1,-97*,206,-1%,12%,-3%,-2,?
C/C=C/c1ccc(OCCCCOc2ccccc2F)c(OC)c1,-1%,-3%[46.1 µM],3,24,-1,-2%,2%,1%,-1,16%
COc1cc(C(=O)NCC(c2cccnc2)N2CCN(C)CC2)cc(OC)c1OC (stereo not drawn),2%,-5%,1,4,5,3%,5%,0%,3,0%
COc1ccc(-n2c(-c3ccc(Br)cc3)c[n+]3c2CCCCC3)cc1,-9%,-21%,-2,-39,-4,0%,0%,8%,-4,5.2µM*
c1ccc(CCNCCCOc2cccc3ccccc23)cc1,-18%,2%,10,-43,12,2%,6%,6%,30,-16%
C[C@H](NC(=O)c1cc2cc(Cl)ccc2n1C)C(=O)N[C@@H](Cc1ccccc1)C(=O)O,6%,8%,2,-1,-2,-2%,-20%,-26%,2,-1%
CCn1c(SCC(=O)NCc2ccco2)nc2c1c(=O)n(C)c(=O)n2C,1%,3%,-2,-14,7,1%,9%,0%,-8,-20%
Cc1ccc(-c2nn(-c3ccccc3)cc2C(=O)Nc2cccc(S(=O)(=O)N3CCOCC3)c2)cc1,11%,0%[46.1 µM],9,-7,14,2%,-17%,-6%,-6,?
COC(=O)CNC(=O)COC(=O)c1cc(SC)ccc1Cl,-1%,-3%,2,-1,4,-2%,-9%,19%,3,5%
Cc1cc(C)c2cc(C)c3nnc(SCC(=O)NCc4ccc5c(c4)OCO5)n3c2c1,6%,6%,7,-4,3,-1%,-22%,-2%,0,-17%
COc1cccc(/C=N/NC(=O)CCCc2ccc(OC)c(C)c2)c1,0%,-4%[46.1 µM],?,.,-1,0%,-10%,0%,-14,-14%
COc1ccc(S(=O)(=O)N2CCCCC2C(=O)O)cc1 (stereo not drawn),-1%,-1%[46.1 µM],0,6,8,0%,1%,-5%,-10,-2%
CCOc1ccc(S(=O)(=O)Nc2cnc3ccccc3c2)cc1,-1%,11%,0,-6,-40,0%,-1%,3%,-7,-20%
CC(C)c1ccc(C2NC(=S)NC3=C2C(=O)CCC3)cc1 (stereo not drawn),-1%,-2%[46.1 µM],4,-28,1,2%,-9%,12%,1,5%
CC(=O)c1cc(-c2ccccc2)n(CC(=O)Nc2cccc(C)c2C)c1C,-3%,-1%[46.1 µM],1,6,-1,-2%,-9%,2%,3,4%
COc1ccc(NC(=O)COC(=O)CCCN2C(=O)c3ccccc3C2=O)cc1Cl,-9%,1%[46.1 µM],-1,-9,0,0%,3%,-7%,11,1%
CCc1ccc(-c2cc(C(=O)NCc3ccco3)c3ccccc3n2)s1,-4%,-21%,0,-14,1,0%,-3%,7%,-12,30%
CCCS(=O)(=O)N1CCCC(C(=O)NCCN(Cc2ccccc2)C(C)C)C1 (stereo not drawn),-3%,-2%,2,3,0,-1%,-1%,2%,0,4%
CN(C(=O)c1cccc(N2C(=O)C3CC=CCC3C2=O)c1)C1CCCCC1 (stereo not drawn),-4%,0%,30,-3,-16,1%,-11%,-2%,13,?
CC1(C)C2CCC1(CS(=O)(=O)Nc1ccc(S(=O)(=O)N3CCCCC3)cc1)C(=O)C2 (stereo not drawn),-1%,-3%[46.1 µM],1,11,-10,1%,-3%,-2%,-6,-12%
CC(/C=N/Nc1nnc(C)c(=O)[nH]1)=C\c1ccccc1,0%,0%,-7,-14,0,2%,-19%,10%,6,?
CCCN(CCC)CCCNC(=O)c1ccc2c(Cl)c3c(nc2c1)CCC3,-40%[inhibitor],2%,-13,2,-27,-4%,2%,12%,6,4%
CCN1CCN(C(=O)CSc2cc(=O)n(C)c3ccccc23)CC1,-9%,0%,-1,10,9,1%,13%,-4%,6,?
COc1ccc(C(=O)NCc2cccnc2)cc1S(=O)(=O)N1CCCc2ccccc21,-7%,7%,3,0,-3,3%,11%,-1%,4,-10%
CC(C)Cn1c(CNC(=O)c2ccccc2)nc2ccccc21,-7%,9%,?,5,5,2%,-9%,1%,-3,-16%
CCNC(=S)N/N=C/c1c(Cl)cccc1Cl,-6%,-5%[46.1 µM],-1,6,2,5%,-2%,5%,-5,-5%
Cc1c(NC(=O)c2nn3c(C(F)(F)F)cc(-c4ccccc4)nc3c2Br)c(=O)n(-c2ccccc2)n1C,20%,5%[46.1 µM],-7,1,-8,-2%,-3%,-1%,4,?
Cc1cc(C(F)(F)F)nc(NCc2cccnc2)n1,5%,-2%[46.1 µM],1,-11,-3,1%,-1%,-2%,0,9%
Cc1cc(S(=O)(=O)N2CCN(c3c(C)cccc3C)CC2)ccc1F,18%,7%,7,23,-13,5%,7%,-2%,-4,-10%
Cc1cccc(C)c1NC(=O)NC1CC2CCC(C1)N2Cc1cccs1 (stereo not drawn),5%,-6%,0,14,13,0%,-10%,19%,24,18%
O=C(CSc1nc(C2CC2)n(-c2ccccc2)n1)NCc1ccco1,3%,1%,16,13,18,2%,-1%,-3%,1,-1%
CCN1CCN(CC(=O)N2c3ccccc3CC2C)CC1 (stereo not drawn),-2%,2%,2,27,3,-2%,3%,-1%,11,-8%
Cc1c(C)c2ccc(OCC(=O)Nc3ccc(S(N)(=O)=O)cc3)c(C)c2oc1=O,-1%,3%,1,-5,-6,2%,9%,1%,5,18%
O=C(NCCC1CCCCN1S(=O)(=O)c1ccc(F)cc1)C(=O)NCc1ccncc1 (stereo not drawn),-2%,2%,9,4,5,0%,10%,5%,15,0%
CC(=O)c1ccc(S(=O)(=O)Nc2ccc(Cl)c(S(=O)(=O)N3CCCC3)c2)cc1,.,0%,.,0,-14,1%,8%,-1%,0,-14%
Cc1ccc(O)c(NC(=S)NC(=O)C(C)C)c1,4%,-6%,2,-23,12,1%,15%,11%,-12,0%
CCCCCC(C)NC(=O)CN1C(=O)NC(C)(c2ccc3ccccc3c2)C1=O (stereo not drawn),-8%,2%,5,-19,-7,-3%,-8%,8%,-9,2%
NC(=O)C1CC(=O)N(c2ccc(OCc3ccc([N+](=O)[O-])cc3)cc2)C1 (stereo not drawn),2%,.,-2,5,-6,2%,0%,0%,4,?
COc1ccc(OC)c2c1cc(C(=O)N[C@@H](C)C(=O)N[C@@H](C(=O)O)c1ccccc1)n2C,-10%,0%,1,-11,-3,-4%,-4%,-20%,15,0%
COC(=O)CSc1nnc2c3c4c(sc3nc(-n3nc(C)cc3C)n12)COC(C)(C)C4,-2%,-6%,8,-1,-7,-1%,-11%,6%,2,?
O=C(NC(=S)NCCC1=CCCCC1)c1ccccc1Br,6%,-2%,16,7,-30,-3%,-12%,9%,i,?
CCOc1cc(N2CCOCC2)c(OCC)cc1NC(=O)COC(=O)c1cc(C)oc1C,-1%,-2%,-1,-3,2,4%,-2%,4%,10,-12%
COc1cc(C)nc(Oc2ccc(OCc3ccccc3)nn2)n1,3%,3%,-4,-11,-10,-2%,23%,.,-8,6%
C/C=C(/C)C(=O)O[C@@H]([C@H](O)c1cc2ccc(=O)oc2cc1OC)C(C)(C)O[C@@H]1O[C@H](CO)[C@@H](O)[C@H](O)[C@H]1O,.,0%,.,7,-11,6%,1%,4%,0,15%
c1ccc(-c2nccc(-c3ccc4c(c3)OCO4)n2)cc1,12%,1%,15,2,-3,2%,2%,16%,-4,?
COc1ccc(-c2cc(C(F)(F)F)n3nc(C(=O)N4CCCCC4)cc3n2)cc1OC,3%,8%,-2,-6,0,-1%,-4%,10%,1,?
Cc1ccc(S(=O)(=O)N(C)C)cc1NC(=O)C1CCCCC1,1%,-2%,-5,2,6,0%,6%,2%,25,5%
O=C(O)CSc1nc2ccccc2c(=O)[nH]1,0%,.,-2,-17,-3,-1%,-12%,1%,-10,0%
CC(=O)OC12CC3CC(C1)C(=NO)C(C3)C2,1%,-9%,2,4,4,0%,1%,5%,0,7%
Cc1cc(-c2nnc3sc(C4CCCCC4)nn23)n[nH]1,-2%,.,.,15,1,2%,19%,3%,3,8%
CN(CC(=O)Nc1cccc(C(F)(F)F)c1)Cc1ccccc1,-28%,-1%,-2,-22,13,-6%,-19%,-8%,-11,10%

# Screens (PubChem BioAssay)
